# Source: PubChem (several laboratories)
# PKA-R1A act: activators of PKA-R1A complex. 0.083% of 340,000 active. activation, % at 11.4 µM. PKA-R1A dissociation, Cy5-IP20 fluorescence polarization; scaled: DMSO 0%, 113 µM cGMP 100%. P00514+P68181;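 active means percent activation above the mean of all tested compounds plus 3 SD, cut at about 19% in these data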;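 further: higher means more PKAc released from R1A so a rise in polarization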
# MOR-DOR ag: OPRM1-OPRD1 heterodimerization agonism. cells, luminescence. 0.3% of 340,000 active. P35372+P41143. activation, % at 9.3 µM; in the data active means activation above about 18%;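 further: 0% = vehicle-treated cells and 100% = reference agonist; values of inactives mirror those of a sister screen read the other way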
# Target sequence (P35372 whole entry, looked up): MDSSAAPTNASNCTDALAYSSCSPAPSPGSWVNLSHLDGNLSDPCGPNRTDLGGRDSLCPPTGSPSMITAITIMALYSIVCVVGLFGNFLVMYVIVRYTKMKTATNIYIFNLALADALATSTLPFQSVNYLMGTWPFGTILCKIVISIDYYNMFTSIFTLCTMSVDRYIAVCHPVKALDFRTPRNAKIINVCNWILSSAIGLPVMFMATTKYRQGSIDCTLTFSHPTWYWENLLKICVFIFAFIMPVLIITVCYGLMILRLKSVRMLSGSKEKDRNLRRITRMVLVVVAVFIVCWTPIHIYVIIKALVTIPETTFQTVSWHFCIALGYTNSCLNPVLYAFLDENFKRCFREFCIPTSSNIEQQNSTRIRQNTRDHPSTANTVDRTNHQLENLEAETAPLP
# Target sequence (P41143 whole entry, looked up): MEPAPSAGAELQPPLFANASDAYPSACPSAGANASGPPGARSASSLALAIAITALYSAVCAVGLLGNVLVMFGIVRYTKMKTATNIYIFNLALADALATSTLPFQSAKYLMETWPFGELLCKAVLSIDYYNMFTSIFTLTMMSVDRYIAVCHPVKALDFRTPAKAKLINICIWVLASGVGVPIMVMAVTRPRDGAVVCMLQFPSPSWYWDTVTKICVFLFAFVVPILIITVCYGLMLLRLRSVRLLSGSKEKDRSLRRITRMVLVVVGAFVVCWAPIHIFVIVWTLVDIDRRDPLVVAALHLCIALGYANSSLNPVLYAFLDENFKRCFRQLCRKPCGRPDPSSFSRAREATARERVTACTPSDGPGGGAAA
# PKA-R2B activ: activators of human PKA-R2B complex; P22694+P31323; PKA-R2B holoenzyme dissociation, Cy5-IP20 fluorescence polarization; R2B truncated from residue 108, S112A mutant; 0% DMSO only, 100% 113 µM cGMP; activation, % at 11.4 µM; 0.079% of 340,000 active; AID 504700;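 active means activation above a cutoff set at the mean over all compounds plus 3 SD, cut at about 18% in these data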;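 further: higher means more holoenzyme dissociation and a rise in polarization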
# DAGLB inhibitor: blocks human DAGLB lipase activity; HEK293T DAGLB membrane lysate, EnzChek fluorogenic substrate; Q8NCG7; inhibition, % at 5.17 µM; 0.059% of 340,000 active; in the data active means inhibition above about 34%;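 further: 0% = enzyme with vehicle and 100% = wells lacking enzyme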
# V-ATPase pH: alters yeast V-ATPase proton transport | S. cerevisiae, pHLuorin cytosolic pH fluorescence | response, % at 10 µM | 0.37% of 350,000 active; in the data active means response mostly above about 7.3%, no sharp cut-off; inactive means mostly below about 5.4%; further: actives read high; inactives centre near 0; some compounds called inactive have numbers as strong as hits; reference of the scale not given here
# HTR5A inv ctr: HTR5A inverse agonism, opioid heterodimer counter-screen; AID 504634; inhibition, % at 9.3 µM; 0.083% of 340,000 active; HTR5A cell line, luminescence; P47898; in the data active means inhibition mostly above about 23%, no sharp cut-off; inactive means mostly below about 18%;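 further: 0% = cells with DMSO and 100% = no-cell wells with DMSO; some compounds called inactive have numbers as strong as hits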
# DSG3 Ab inh: blocks pemphigus antibody binding to human desmoglein-3 | DSG3-coupled beads, scFv-anti-DSG3-GFP binding, flow cytometry; stronger effect = lower value | AID 588358 | 0.48% of 310,000 active | binding (percent of control), % at 10 µM;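 active means binding more than 3 SD below its plate's average and above zero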;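 further: hits lower antibody fragment binding to DSG3; some compounds called inactive have numbers as strong as hits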
# OPRM1-OPRD1 inv: inverse agonist of human OPRM1-OPRD1 heterodimerization; P35372+P41143; cell-based MOR-DOR heterodimer luminescence, inverse agonism; inhibition, % at 9.3 µM; 0.21% of 340,000 active; AID 504357; in the data active means inhibition above about 22%, passing the limit was not always enough;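 further: 0% = cells with DMSO and 100% = wells without cells with DMSO; values of inactives mirror those of a sister screen read the other way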
# HTR5A ag: activates human HTR5A in OPRM1-OPRD1 agonist counter-screen; P47898; HTR5A agonist assay, luminescence, cell-based; 0.61% of 340,000 active; AID 504692; activation, % at 9.3 µM; in the data active means activation mostly above about 9.5%, no sharp cut-off; inactive means mostly below about 7.6%;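 further: 0% = cells with vehicle only and 100% = reference agonist; strong numbers were not always called active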
# Arrestin-AP2 inh: blocks beta-arrestin peptide binding to AP2 adaptin | FITC-arrestin peptide / GST-AP2 beads, flow cytometry; AP2 beta2 appendage carries R879A mutation | inhibition, % at 10 µM | 0.31% of 340,000 active | AID 504490;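 active means inhibition above a set limit, near 3 SD of compounds lacking own fluorescence, cut at about 54% in these data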;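 further: plate controls were DMSO wells for no effect and 5 µM unlabelled arrestin peptide for full effect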
#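 test system = AP2 appendage R879A on GSH beads | buffer or medium = PBS plus Tween 20 (0.05%) and BSA (0.1%) | incubation = 12 min plus 1 h, RT | detection = bead flow cytometry, FITC channel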
# Active calls of the source: *; nt = no result given. Compounds as they come. About 2.4% of those tested had a hit in this group.
Structure	PKA-R1A act	MOR-DOR ag	PKA-R2B activ	DAGLB inhibitor	V-ATPase pH	HTR5A inv ctr	DSG3 Ab inh	OPRM1-OPRD1 inv	HTR5A ag	Arrestin-AP2 inh
Cc1ccc(S(=O)(=O)N2CCN(C(=O)Cc3ccccc3)CC2)cc1C	-21	-3.3	-6	-1	0	9	nt	13	-4	-17
CC1CC(C)CN(C(=O)CN2C(=O)NC(C)(C)C2=O)C1 (configuration not stated)	-7	-0.2	3	-1	-2	1	103	1	6	-8
CC(Oc1ccccc1)C(=O)Nc1ccc(S(=O)(=O)N2CCOCC2)cc1 (configuration not stated)	-9	0.3	3	2	-2	-18	98	-2	8	17
O=C(NC1CC1)c1ccc2snnc2c1	9	-4.4	7	1	-2	0	98	22	0	10
CCOC(=O)COc1ccc(S(=O)(=O)N2CCN(c3ccc(F)cc3)CC2)cc1	6	1.1	5	3	4	-14	102	-6	3	3
CCCCCCCC(=O)N/N=C/c1ccc(Br)cc1	-4	7.7	2	-7	3	6	101	-43	3	7
C#CCOC(=O)/C(=C/c1ccc(F)cc1)NC(C)=O	-1	-2.7	-5	-1	1	-1	97	16	0	-4
O=C(O)c1cc2c(N3CCC(Cc4ccccc4)CC3)ncnc2s1	-5	-2.7	-4	3	1	-11	96	15	4	38
Cc1ccsc1C(=O)N1CCCC(CO)(Cc2ccccc2F)C1 (configuration not stated)	4	-2.9	3	-3	1	-8	111	17	2	-17
CCOc1ccccc1-c1nc(-c2ccc(NC(=O)Cc3ccccc3OC)cc2)no1	1	0.7	-10	-6	1	6	100	-4	0	24
COc1ccccc1-c1nc2ccc(Cl)cc2c(=O)n1O	11	-1.1	7	1	-5	2	79	6	0	47
CN=C1SC(C(=O)O)CC(=O)N1C (configuration not stated)	-6	-3.4	5	-3	4	-5	101	20	0	16
CC(/C=C1\SC(=S)N(CC(=O)N2CCN(c3ccccc3)CC2)C1=O)=C\c1ccccc1	1	-0.9	-2	-2	-2	0	98	5	0	36
COC(=O)c1ccc(C)c(NC(=O)CCSc2ccccc2)c1	-8	-2.5	3	-2	4	-5	nt	13	0	7
Cc1cc(N2CCC(C)CC2)n2nc(C)c(-c3ccccc3)c2n1	-18	1.4	-1	-6	-1	-26	nt	-9	10	-16
C=CCn1c(C)cc(C(=O)CN2C(=O)c3ccccc3C2=O)c1C	-2	0.6	-9	0	-2	8	100	-4	-3	29
COc1cc(OC)c(NS(=O)(=O)c2cccc(C(=O)OCC(=O)NCC3CCCO3)c2)cc1Cl (configuration not stated)	-10	-2.7	-6	-1	0	-37	112	13	2	5
O=C(NCCNC(=O)c1ccccc1F)c1ccco1	9	1.3	-1	-3	-1	-7	121	-11	6	24
CCc1nnc(NC(=O)C2CCCN(C(=O)c3ccc(Cl)cc3)C2)s1 (configuration not stated)	-8	-2.8	3	2	2	-13	103	11	5	1
CCOC(=O)N1CCN(C(=O)c2cccc(F)c2)CC1	-9	0.1	-13	0	4	-22	92	0	6	6
Cc1ccc2nc3c(c(N)c2c1)CCN3c1ccccc1	4	0.4	-4	3	8	-6	104	-2	5	-1
COC(=O)c1ccc(CN2CCC(CO)(Cc3ccccc3Cl)CC2)cc1	-4	-0.2	-1	-2	-1	1	97	1	0	31
CCCCn1nc(CC(=O)NCCN(CC)CC)c2ccccc2c1=O	-1	0.3	-10	-1	3	25	nt	-2	0	3
O=C(NCc1cccc(F)c1)C1CCC(=O)N(CCc2cccc(F)c2)C1 (configuration not stated)	-6	-2.5	1	1	1	-10	107	13	3	-5
O=C(OCc1cc(=O)n2ccsc2n1)C1(c2ccccc2)CC1	-11	nt	-6	-3	0	nt	100	nt	nt	nt
COc1ccccc1NC(=O)CSc1nnc(COc2ccccc2C)o1	-1	-1.8	-9	-2	0	-23	90	12	8	24
CCOc1ccc(OCC)c(C2C(C#N)=C(N)N(c3cccnc3)C3=C2C(=O)CC(C)(C)C3)c1 (configuration not stated)	-1	-2.2	-10	1	4	14	98	13	-2	4
N#Cc1ccccc1CN1C(=O)NC2(CCCCCC2)C1=O	3	-2.5	-3	0	2	9	102	11	-2	-25
O=C(CSCc1ccccc1)Nc1ccc(F)cc1F	-11	1.2	-8	-4	-3	6	100	-6	-4	-16
CN1C(=O)/C(=C/c2ccc(-c3ccccc3[N+](=O)[O-])o2)SC1=Nc1ccc(Cl)c(C(=O)O)c1	-9	4.3	3	10	-1	-10	97	-23	3	24
COc1ccc(CCC(=O)NCCNC(=O)CCc2ccc(OC)cc2)cc1	-2	-3.4	3	-4	-2	-13	105	16	4	9
C=CC[C@H](CC(=O)N(CCO)Cc1ccccc1)C(=O)N[C@@H](COC(=O)[C@@H](CC=C)Cc1ccc(F)cc1)Cc1ccccc1	-10	5.0	-5	-5	-2	0	106	-29	2	-2
CCc1ccc(C2=NNC(=Nc3c(C)n(C)n(-c4ccccc4)c3=O)SC2)cc1	-2	0.4	5	0	2	-8	95	-2	2	-15
CCCCCNC(=O)c1ccc2c(c1)ncn2-c1ccc(OC)cc1	-3	-0.6	1	0	4	-20	114	3	5	6
CCN(CC)S(=O)(=O)c1ccc(NC(=O)C2CCCN(C(=O)c3ccc(Cl)cc3)C2)cc1 (configuration not stated)	-5	-0.1	0	-3	-4	-21	114	0	3	34
O=C(CSc1nnc(-c2ccco2)n1CC1CCCO1)NC1CCCC1 (configuration not stated)	-10	-2.7	3	0	-1	15	95	14	-5	12
O=C(CSc1n[nH]c(-c2ccccc2O)n1)N1CCOCC1	-4	-0.2	3	-1	-3	8	92	1	-3	-7
O=C(CCCN1C(=O)c2ccccc2C1=O)Nc1nc2ccccc2[nH]1	-3	-3.0	-15	1	-3	-15	101	16	4	8
COCCn1c(SCC(=O)N2CCCC(C)C2)nnc1-c1ccco1 (configuration not stated)	-7	-0.3	-5	-1	-3	0	nt	2	4	-14
O=C(Cc1ccc(Cl)cc1Cl)OCC(=O)N1CCN(C(=O)c2ccco2)CC1	-2	-1.4	-5	0	2	1	84	9	-1	-6
C[C@@H]1CN([C@@H](C)CO)C(=O)CCCn2nncc2CO[C@H]1CN(C)S(C)(=O)=O	-6	nt	2	-2	0	nt	nt	nt	nt	nt
CN(CCOc1ccccc1)C(=O)c1ccc(F)c(S(=O)(=O)N2CCOCC2)c1	-4	-1.2	5	0	2	25	106	7	-9	13
O=C(CSc1nc(C2CCCCC2)n(-c2ccccc2)n1)NCC(F)(F)F	-10	2.7	-2	-6	3	6	92	-16	-2	35
Cc1onc(-c2ccccc2Cl)c1C(=O)Nc1ccc(S(=O)(=O)Nc2nccs2)cc1	2	-4.2	0	4	2	8	104	20	-4	-11
COc1ccc(NC2=C(C)C(=O)CC2)cc1	3	-1.9	4	-2	-1	5	104	11	-2	-2
Cc1c(C(=O)N2CC3(CC(c4cccc(NC(=O)CC(c5ccccc5)c5ccccc5)c4)=NO3)C[C@@H]2C(N)=O)cc([N+](=O)[O-])cc1[N+](=O)[O-] (some centres not stated)	-2	6.8	4	4	-4	-22	92	-39	8	1
CCOc1ccccc1Oc1cn[nH]c1-c1ccc(O)cc1O	-3	0.7	2	-1	-2	-21	93	-4	6	9
O=C(CN1c2cccc3cccc(c23)S1(=O)=O)Nc1ccc(F)c(F)c1F	-3	1.2	-2	-3	2	3	123	-6	-1	2

# A section from further up:
Structure	PKA-R1A act	MOR-DOR ag	PKA-R2B activ	DAGLB inhibitor	V-ATPase pH	HTR5A inv ctr	DSG3 Ab inh	OPRM1-OPRD1 inv	HTR5A ag	Arrestin-AP2 inh
O=C(CSc1nnc(-c2ccco2)n1CC1CCCO1)NC1CCCC1 (configuration not stated)	-10	-2.7	3	0	-1	15	95	14	-5	12
O=C(CSc1n[nH]c(-c2ccccc2O)n1)N1CCOCC1	-4	-0.2	3	-1	-3	8	92	1	-3	-7
O=C(CCCN1C(=O)c2ccccc2C1=O)Nc1nc2ccccc2[nH]1	-3	-3.0	-15	1	-3	-15	101	16	4	8

# (listing goes on)
Structure	PKA-R1A act	MOR-DOR ag	PKA-R2B activ	DAGLB inhibitor	V-ATPase pH	HTR5A inv ctr	DSG3 Ab inh	OPRM1-OPRD1 inv	HTR5A ag	Arrestin-AP2 inh
C=CCN(C(=O)Nc1ccc2c(c1)nc(C)n2C)c1ccccc1	2	1.5	1	-1	6	-1	99	-8	4	17
c1ccc(CSc2snnc2-c2ccccc2)cc1	1	2.7	2	-10	-4	-8	95	-14	2	36
COc1ccc(OCc2ccc(-c3nc4ccccc4c(=O)n3N)o2)cc1	-3	-0.1	-1	-1	5	0	99	0	0	12
Cc1ccccc1NC(=O)c1ccno1	-9	-1.2	-3	0	-2	-6	nt	8	2	2
COc1cccc(/C=C(/C(=O)OCC(N)=O)c2ccccc2)c1	-10	-0.3	-6	2	-2	12	100	1	-4	2
Cc1cccc(NC(=O)CNC(=O)c2sc3ccccc3c2Cl)n1	-2	13	-12	3	1	-10	99	-81	3	-2
O=C1CC(N2CCC(O)CC2)C(=O)N1c1ccc(Br)cc1 (configuration not stated)	0	-0.7	0	-5	-1	4	105	3	4	22
Cn1c(=NC(=O)C2CC2)sc2cccc(F)c21	-1	1.2	1	-5	0	14	109	-7	-2	4
COc1cc(OC)c(C2CC(=O)N3CN(c4ccc(C)cc4)CSC3=C2C#N)cc1OC (configuration not stated)	1	1.4	-2	3	-1	-20	88	-7	5	22
CCOc1ccc(C2NC(=O)NC(C)=C2C(=O)OCc2ccccc2)cc1 (configuration not stated)	8	-0.8	-9	-1	4	-1	108	4	0	10
COc1ccc(OCCSc2nnc(-c3ccoc3C)n2C)cc1	-8	-1.8	-6	-2	-6	-10	123	8	-2	18
O=C(C[n+]1cc(-c2ccccc2)n2c1CCC2)N1c2ccccc2Sc2ccccc21	8	11	4	0	3	-11	106	-60	3	1
CC(=O)Nc1cccc(C(=O)/C=C/c2ccco2)c1	-12	-3.0	2	0	-2	0	99	16	0	5
Cc1cccc(NC(=O)C2CCN(C(=O)N3CCOc4ccccc43)CC2)c1C	5	-1.9	-9	-3	1	-35	98	11	-3	0
Cc1ccccc1S(=O)(=O)Cc1ccc(C(=O)NCc2ccco2)o1	-14	-1.7	-1	-2	7	-27	102	9	-4	-8
CCOC(=O)N1CCN(C(=S)NC(C)(C)C)CC1	13	-1.3	-5	2	0	1	102	7	0	-2
CCOc1cccc(C(=O)NC(=S)NCc2cccnc2)c1	-8	-1.6	2	-4	6	-11	101	8	0	-6
COCCOC(=O)c1c(C)n(C)c2ccc(OC(=O)c3c(OC)cccc3OC)cc12	-6	-1.6	2	-1	3	-40	104	8	11*	-11
COCC(=O)N1CCC(Oc2ccc(C(=O)N3CCSCC3)cc2)CC1	-2	-2.1	-4	1	3	-2	100	12	2	22
Cc1ccc(NC(=O)c2c(C)noc2-c2snnc2C)cc1	-7	1.8	7	-2	-3	9	110	-10	-1	6
